CaV13 ICDI inh: Disruptors of the CACNA1D IQ motif to Ca2+-dependent inactivation inhibitor domain association, primary screening, Förster resonance energy transfer in intact living … | actives 0.098% (n = 340,000) | HEK cells, CFP/YFP FRET ICDI-IQ, plate reader, 10 min; percent FRET-ratio fall versus neutral wells | inhibition, % at 12.3 µM | AID 743397;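 active = mean replicate inhibition of at least 30% and at least 1% of replicates passing that level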;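 note: 0% = median of the neutral control wells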
ABCB6 inh 2: ABCB6 transporter inhibitors, primary screen, K562-ABCB6 cells, flow cytometry, MLPCN library; K562-ABCB6 porphyrin accumulation, 1 h; hits give low values; fluorescence ratio to DMSO, % at 10 µM; actives 0.19% (n = 360,000); AID 602162, 2011;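 active = fluorescence ratio to DMSO below 75%, the collection mean minus 3 SD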;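 note: signal is porphyrin accumulated inside mitochondria; 100% equals median channel fluorescence of DMSO control wells; lower ratio means ABCB6 inhibition with less porphyrin fluorescence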
PDI inh: inhibitors of human PDI, primary screen, biochemical, turbidity, single point, plate reader; Protein disulfide-isomerase (Homo sapiens), P07237; PDI insulin aggregation turbidity, A650, 90 min; inhibition, % at 10 µM; actives 0.052% (n = 350,000); AID 588391, 2011;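 active = mean inhibition across replicates of 30% or more, whatever share of single replicates reach that level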;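 note: absorbance from insulin aggregation driven by PDI reduction with DTT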
H9c2 protect: cardioprotection against H2O2-induced cell death, primary screen, uHTS, H9c2 cells, ATPLite luminescence | H9c2 cardiomyocytes, H2O2 injury protection, 2 h | protection from H2O2 cell death, % at 20 µM | actives 0.63% (n = 360,000) | AID 588492, 2011;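 active = compounds giving at least 50% protection of heart cells from peroxide-induced death in the single-dose screen, raw or plate-pattern-corrected value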;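 note: 0% = DMSO wells with peroxide and 100% = DMSO wells without peroxide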
MC4R antag cAMP: MC4R antagonists of cAMP signaling, primary screen, cell-based, TR-FRET, antagonist arm of biased-ligand search; MC4R-expressing cells, MTII-stimulated cAMP, LANCE TR-FRET; actives 0.48% (n = 360,000); inhibition, % at 6.5 µM; AID 540295, 2011;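 active = inhibition above its plate's cutoff, the mean of tested wells on that plate plus 3 SD, cut at about 29% in these data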;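 note: 0% = Melanotan II alone and 100% = Melanotan II plus saturating MCL0020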
Target sequence (P32245 whole entry, looked up): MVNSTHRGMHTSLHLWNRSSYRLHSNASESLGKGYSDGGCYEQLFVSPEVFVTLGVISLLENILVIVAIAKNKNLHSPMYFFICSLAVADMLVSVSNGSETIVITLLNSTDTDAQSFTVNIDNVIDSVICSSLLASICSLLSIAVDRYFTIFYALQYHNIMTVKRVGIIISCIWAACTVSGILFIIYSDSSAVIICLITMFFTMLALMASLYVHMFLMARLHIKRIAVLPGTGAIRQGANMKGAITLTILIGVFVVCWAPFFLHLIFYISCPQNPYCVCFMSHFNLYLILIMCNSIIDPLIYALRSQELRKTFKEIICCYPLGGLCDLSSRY
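Material: human MC4R-expressing U2OS cells. Probe or stimulus: Melanotan II challenge. Dosing: 6.5 µM single dose. Times: 30-min compound, 1-h challenge, 1-h detection, room temperature. Technique: TR-FRET with Eu-cAMP and labeled anti-cAMP, 671 nm. Replication: singlicate.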
MC4R ag barr: MC4R agonists recruiting beta-arrestin, primary screen, cell-based, luminescence, agonist arm of biased-ligand search; U2OS MC4R beta-arrestin complementation; percent of melanotan II response, DMSO zero; activation, % at 8.9 µM; actives 0.98% (n = 360,000);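 active = activation above a per-plate cutoff, the mean activation of sample wells on that plate plus 3 SD, cut at about 8% in these data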
N-glyco inh: increase of ERlucT glycosylation luciferase signal, primary screen, N-linked glycosylation inhibitor project, D54 ERlucT cells, luminescence, set 2; D54 ERlucT glycosylation luciferase reporter, 24 h; percent of 100 nM tunicamycin response; reporter increase, % at 12.5 µM; actives 0.23% (n = 360,000);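 active = mean luciferase reporter signal, scaled so untreated is 0 and the glycosylation-blocking control 100, at or above a set limit in every replicate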;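 note: luciferase carries N-glycosylation sites so blocking glycosylation raises the light; 0% = median of neutral control wells and 100% = median of 100 nM tunicamycin wells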
Exocytosis inh: LAMP-1 surface exposure blockers, TALL-104 cells – cell-based, flow cytometry, MLPCN library, primary screen; actives 0.66% (n = 360,000); inhibition, % at 10 µM; AID 651702, 2012; TALL-104 LAMP-1 surface exposure; cells stimulated with thapsigargin and PMA;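 active = inhibition above about 55%, limit read from the data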
ABHD5 PLIN5 PPI: ABHD5-PLIN5 interaction inhibitors, primary screen, cell lysate, split luciferase complementation, luminescence. inhibition, % at 4 µM. Split G. princeps luciferase complementation, 4 h. AID 602281, 2012. actives 0.78% (n = 360,000);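 active = inhibition above the mean inhibition across every tested compound plus 3 SD, cut at about 22% in these data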;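 note: 0% = DMSO only wells and the 100% control is not disclosed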
m5-HT2A agonist: mouse Htr2a agonists via beta-arrestin recruitment, primary screen, cell-based, luminescence. activation, % at 7.6 µM. actives 0.66% (n = 360,000). AID 624169, 2012. CHO-K1 mHTR2A beta-arrestin complementation; percent of 30 µM serotonin response;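 active = activation above a run cutoff, the mean activation of all tested compounds plus 3 SD, cut at about 14% in these data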;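 note: 0% = plate median of compound wells and 100% = 30 µM serotonin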
The depositor's hits bear a star; x = no result given.

1. COc1ccc(N2CCN(c3ccc(N4C(=O)CC(C)C4=O)cc3[N+](=O)[O-])CC2)cc1 (centres undefined)
2. CCOC(=O)c1[nH]c2ccccc2c1NC(=S)Nc1cc(C)ccc1C
3. CCCCC[C@@H](C)N1C[C@H](COCc2ccccc2)Oc2cc(N3CCC[C@H]3COC)ccc2S1(=O)=O
4. COCCNC(=O)CC(NS(=O)(=O)c1ccc(C)cc1)c1ccco1 (centres undefined)
5. OCC1(CCOc2ccccc2)CCN(Cc2ccccc2C(F)(F)F)CC1
6. CCN(CC)c1ccc(C(NC(=O)C(C)C)c2ccc3cccnc3c2O)cc1 (centres undefined)
7. NC(=O)C1=C[C@H](C2CCCCC2)C[C@H](OCc2ccc(CO)cc2)O1
8. CCOC(=O)C(=CNc1ccc(C(F)(F)F)cc1)C(=O)OCC
9. O=C(O)c1ccc(OCCOc2ccccc2)cc1
10. COc1cc(OC)cc(C(=O)Nc2ccn(C)n2)c1
assay / entry,1,2,3,4,5,6,7,8,9,10
Exocytosis inh,-4,1,11,1,5,-3,8,0,-8,5
ABHD5 PLIN5 PPI,10,-4,-1,-6,-6,15,-6,8,-1,8
MC4R antag cAMP,-2,9,x,-5,1,-1,-1,-2,9,2
MC4R ag barr,-1.0,-0.7,x,-0.5,1.8,-3.0,-2.1,0.3,2.2,-2.0
H9c2 protect,-10,-16,x,6,2,40,0,-1,2,7
PDI inh,-3,-8,x,1,4,-14,2,2,-4,-4
CaV13 ICDI inh,-16,-6,-9,x,-5,-7,-6,-3,-4,-15
m5-HT2A agonist,3,0,3,4,5,-6,-6,-2,2,8
ABCB6 inh 2,97,103,102,102,88,97,99,101,97,95
N-glyco inh,-2,-1,x,0,2,-11,-11,-2,1,5

11. Cc1nnc(N/N=C/c2ccccc2C(F)(F)F)n1N
12. O=C(Cc1ccccc1)Nc1nnc(-c2ccco2)o1
13. CC1Cc2ccccc2N1C(=S)NC(=O)c1ccc(Cl)cc1Cl (centres undefined)
14. CCCNC(=O)Cn1c(=O)n(CC(=O)N2CCCCC2)c(=O)c2sccc21
15. Cc1ccc(CNC(=O)CSc2nc3n[nH]c(C)c3c(=N)n2-c2cccc(C)c2)cc1
16. CC(=O)Nc1ccc(C(F)(F)F)cc1Cl
17. C[C@@H]1CC=C[C@H]2[C@H]1C(=O)N(Cc1ccccc1)[C@H]2c1ccc2ccccc2c1Br
18. CC1(C(=O)NS(=O)(=O)c2cccc(F)c2)CCN1C(=O)Cc1ccccc1Cl (centres undefined)
19. CCOc1cc(CNCCSc2nnnn2C)cc(Br)c1OCc1ccc(F)cc1
20. O=C(COC(=O)c1n[nH]c2ccccc12)Nc1ccccc1
21. COc1ccc2ccccc2c1/C=N\NC(=O)c1cccnc1
22. O=C1N/C(=N\N=C\c2cccs2)SC1Cc1cccc(Cl)c1 (centres undefined)
23. CCOc1c(Cl)cc(/C=C/C(=O)N(CC)CC(=O)Nc2ccc(NC(C)=O)cc2)cc1OC
assay / entry,11,12,13,14,15,16,17,18,19,20,21,22,23
Exocytosis inh,12,-2,3,3,3,0,-5,-4,5,0,-17,0,10
ABHD5 PLIN5 PPI,-18,9,-4,0,3,3,0,-8,17,8,-2,-6,7
MC4R antag cAMP,4,3,-4,0,8,10,7,8,2,3,-9,-2,-4
MC4R ag barr,-1.3,5.7,-3.7,-1.2,-0.4,-2.4,-0.5,-1.9,5.1,-1.4,0.7,12*,-2.1
H9c2 protect,0,17,12,-4,0,0,-11,5,-28,3,14,-6,0
PDI inh,6,-7,13,1,-7,4,3,3,0,4,-2,-12,4
CaV13 ICDI inh,-3,7,-5,-3,-7,-21,-5,-10,-5,8,-4,-14,-4
m5-HT2A agonist,-2,8,-4,7,-3,-2,-11,-1,-1,1,-3,0,-10
ABCB6 inh 2,98,108,104,100,90,99,99,95,102,98,97,98,97
N-glyco inh,3,4,-1,2,8,-2,-2,-1,-2,-1,1,11,0

Profiles, quoted from the list.
Shown for O=C(Cc1ccccc1)Nc1nnc(-c2ccco2)o1 → Exocytosis inh = -2; ABHD5 PLIN5 PPI = 9; MC4R antag cAMP = 3; MC4R ag barr = 5.7; H9c2 protect = 17; PDI inh = -7; CaV13 ICDI inh = 7; m5-HT2A agonist = 8; ABCB6 inh 2 = 108; N-glyco inh = 4
Shown for COc1ccc2ccccc2c1/C=N\NC(=O)c1cccnc1 → Exocytosis inh = -17; ABHD5 PLIN5 PPI = -2; MC4R antag cAMP = -9; MC4R ag barr = 0.7; H9c2 protect = 14; PDI inh = -2; CaV13 ICDI inh = -4; m5-HT2A agonist = -3; ABCB6 inh 2 = 97; N-glyco inh = 1
Shown for C[C@@H]1CC=C[C@H]2[C@H]1C(=O)N(Cc1ccccc1)[C@H]2c1ccc2ccccc2c1Br → Exocytosis inh = -5; ABHD5 PLIN5 PPI = 0; MC4R antag cAMP = 7; MC4R ag barr = -0.5; H9c2 protect = -11; PDI inh = 3; CaV13 ICDI inh = -5; m5-HT2A agonist = -11; ABCB6 inh 2 = 99; N-glyco inh = -2

Four structures from above, arranged by molecular weight, largest number first.
19. CCOc1cc(CNCCSc2nnnn2C)cc(Br)c1OCc1ccc(F)cc1
17. C[C@@H]1CC=C[C@H]2[C@H]1C(=O)N(Cc1ccccc1)[C@H]2c1ccc2ccccc2c1Br
15. Cc1ccc(CNC(=O)CSc2nc3n[nH]c(C)c3c(=N)n2-c2cccc(C)c2)cc1
12. O=C(Cc1ccccc1)Nc1nnc(-c2ccco2)o1
assay / entry,19,17,15,12
Exocytosis inh,5,-5,3,-2
ABHD5 PLIN5 PPI,17,0,3,9
MC4R antag cAMP,2,7,8,3
MC4R ag barr,5.1,-0.5,-0.4,5.7
H9c2 protect,-28,-11,0,17
PDI inh,0,3,-7,-7
CaV13 ICDI inh,-5,-5,-7,7
m5-HT2A agonist,-1,-11,-3,8
ABCB6 inh 2,102,99,90,108
N-glyco inh,-2,-2,8,4

Screens from PubChem BioAssay.
